# GPR151 activ – activates the human receptor GPR151; Q8TDV0; PathHunter beta-arrestin GPR151 cells, luminescence; activation, % at 11.2 µM; 650,000 tested, 1% active; AID 1508602; in the data active = activation above about 4.9%;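 note: 0% = median of compound wells and 100% = cells with positive control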
# FBW7 act – activators of human E3 ligase FBW7; Q969H0; AlphaScreen FBW7–phospho-cyclin E peptide binding, activator screen; normalized activity (activation), % at 26.1 µM; 650,000 tested, 0.13% active; AID 1259310; in the data active = normalized activity above about 1.9%;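 note: purified mutant Fbw7 with reduced substrate affinity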
# Target sequence (Q969H0 whole entry, looked up): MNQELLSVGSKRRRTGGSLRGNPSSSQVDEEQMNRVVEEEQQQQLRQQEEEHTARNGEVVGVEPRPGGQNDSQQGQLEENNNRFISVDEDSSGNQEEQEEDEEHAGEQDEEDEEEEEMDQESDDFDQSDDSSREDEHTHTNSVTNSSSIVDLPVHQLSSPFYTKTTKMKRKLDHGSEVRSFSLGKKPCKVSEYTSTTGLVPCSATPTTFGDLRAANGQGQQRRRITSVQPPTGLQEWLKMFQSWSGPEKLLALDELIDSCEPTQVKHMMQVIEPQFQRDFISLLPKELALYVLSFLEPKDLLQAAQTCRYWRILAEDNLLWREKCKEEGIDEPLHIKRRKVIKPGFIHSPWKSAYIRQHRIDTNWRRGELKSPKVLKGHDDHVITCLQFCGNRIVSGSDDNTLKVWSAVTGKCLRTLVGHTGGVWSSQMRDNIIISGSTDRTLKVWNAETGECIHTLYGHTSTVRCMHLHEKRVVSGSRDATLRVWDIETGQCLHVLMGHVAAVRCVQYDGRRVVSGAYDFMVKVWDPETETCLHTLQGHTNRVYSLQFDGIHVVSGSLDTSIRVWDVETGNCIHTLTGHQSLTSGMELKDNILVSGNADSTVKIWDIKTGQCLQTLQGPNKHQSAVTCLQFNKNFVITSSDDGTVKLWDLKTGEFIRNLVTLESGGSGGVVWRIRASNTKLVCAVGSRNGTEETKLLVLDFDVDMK
# MITF primary – inhibitors of human MITF; O75030; inhibition, % at 2.6 µM; AlphaScreen MITF homodimerization, bead proximity signal; AID 1259374; 650,000 tested, 0.91% active; in the data active = inhibition above about 50%;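 note: 0% = vehicle wells with protein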
# TEAD-YAP block – TEAD-YAP interaction inhibition; 640,000 tested, 1.4% active; inhibition, % at 9.12 µM; HEK-TIYL cells, TEAD-Gal4/YAP UAS-luciferase luminescence; in the data active = inhibition above about 32%;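 note: 0% = median of test compound wells and 100% = reference inhibitor wells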
# * hit, by the source's call; & = joins results of further samples; ! = not active in a repeat.
SMILES,GPR151 activ,FBW7 act,MITF primary,TEAD-YAP block
N#CC1=C(N)Oc2n[nH]c(-c3ccccc3)c2C1c1ccncc1 (centres undefined),-0.2,-0.1,-8.7,-2.2
O=C(CCc1ccccc1)Nc1c(F)cccc1F,2.2,-0.1,-5.7,-10.3
O=C(Nc1ccc2c(c1)C(=O)NC2=O)c1cc2cc([N+](=O)[O-])ccc2s1,1.2,0.0,-1.4,4.8
CCOC(=O)c1cnn(-c2ccccc2C)c1CN1CCN(C)CC1,0.0,0.1,11.8,-5.7
CSc1ccc(CC2(CCC(=O)NCCc3ccco3)CCC(=O)N2)cc1 (centres undefined),-0.3,-0.1,4.3,-3.3
CN(C)CCN1C(=O)C2CC=C(Cl)CC2C1=O (centres undefined),1.4,-0.1,-4.8,5.5
CC(=O)c1cccc(-c2cc(C(=O)Nc3ccccc3)ccn2)c1,2.3,0.1,0.6,9.2
COC(=O)C1=C(C)N(C)C(=O)NC1c1cccc(Cl)c1 (centres undefined),1.8,0.2,16.2,-0.6
O=C(NCCc1c[nH]c2ccccc12)c1cc2n(n1)C(C(F)(F)F)CC(c1ccc3c(c1)OCO3)N2 (centres undefined),0.3,0.0,6.7,1.4
O=C(Nc1cccc(C(F)(F)F)c1)NC1(C(F)(F)F)Oc2ccc(Cl)cc2O1 (centres undefined),-0.5,-0.2,9.3,-23.1
CCCCNC(=O)CCCN1C(=O)COc2ccc(C)cc21,-0.2,0.2,0.9,1.2
CCOc1ccc2[nH]c(C)c(C/C=C(/C)Cl)c(=O)c2c1,1.1,0.1,10.1,-0.8
Cc1ccc(OCC(=O)Nc2ccc(S(=O)(=O)N3CCCC3)cc2)cc1C,-0.5,0.6,12.6,8.1
CC(=O)c1ccc(NC(=O)c2cccc(Cl)c2)cc1,-2.6,-0.3,-1.1,-23.2
COc1ccc(C(=O)NCc2nnc(SCC(=O)N3N=C(c4cccs4)CC3c3ccc(C)cc3)n2CCc2ccccc2)cc1 (centres undefined),-0.2,0.0,0.8,-23.3
O=C(COC(=O)c1ccc(Cl)nc1)NC(=O)NC1CCCC1,-2.1,0.2,7.3,-1.7
CC(C)(C)NC(=O)CNS(=O)(=O)c1ccccc1,2.3,0.3,-6.9,-6.6
CCOC(=O)C1=C(N)N(c2ccc(Cl)cc2)C2=C(C(=O)CC(C)(C)C2)C1c1ccc(Br)cc1 (centres undefined),0.4,-0.1,-4.9,-5.7
COc1ccc(C2C(C(=O)Nc3ccc(Oc4ccccc4)cc3)c3ccccc3C(=O)N2C2CCCCC2)cc1 (centres undefined),-1.0,-0.1,-3.7,-4.1
Cn1c(=O)[nH]c(=O)c2c1nc(SCc1c(F)cccc1Cl)n2Cc1ccccc1,1.2,0.1,-0.1,2.5
Cc1nn(Cc2ccc(-c3nc(-c4nonc4N)no3)cc2)c(C)c1Cl,3.8,0.0,-3.2,2.8
CCOC(=O)C1=C(C)N(CCO)C(=O)NC1c1ccc([N+](=O)[O-])cc1 (centres undefined),-1.6,0.0,10.6,1.7
Cc1cc(C)cc(OCC(=O)Nc2cccc(NC(=O)C(C)C)c2)c1,1.4,-0.1,2.2,9.4
CCc1ccc(NC(=O)CSc2nc3c(c(=O)n2C)SCC3)cc1,3.0,-0.1,-3.8,2.6
CC(=O)c1cnc2c(-c3ccc(Cl)cc3)c(C)nn2c1C,2.8,0.0,-1.8,9.9
COc1cccc2c1OC1(C)C(C(=O)N(C)C)C2NC(=S)N1c1ccc(Cl)cc1 (centres undefined),3.4,-0.2,2.5,6.2
O=C(Nc1cc(Cl)c(Cl)cc1Cl)c1cc2ccccc2o1,0.7,0.1,5.1,-4.4
COc1ccc(Cl)cc1NC(=O)CSc1ccc(-c2ccco2)nn1,-0.3,-0.1,-10.6,0.9
O=C1N[C@H](CO)C(=O)N2CCN(Cc3cccc(Cl)c3)C[C@H]12,-1.5,1.1,9.7,-4.3
O=C(/C=C/c1cccc([N+](=O)[O-])c1)N=C1N=C2C=CC=CN2Cc2ccccc21,-5.4,0.0,-5.0,-49.2
Oc1ccc(/C=N/N=C/C2=C(N3CCOCC3)C(=C\c3ccccc3)/CC2)c(O)c1,-1.5,0.0,-0.6,-2.1
CCOc1ccc(C(=O)NCCSc2ncc(-c3ccccc3)[nH]2)cc1,2.5,0.0,3.4,3.9
NC(=O)Cn1c(=O)n(CCCCCC(=O)NCc2ccccc2)c(=O)c2sccc21,-0.7,0.7,-48.9,-3.8
CNC(=O)c1c(NC(=O)c2ccc(Oc3ccccc3)cc2)sc(C)c1C,-2.3,0.8,7.4,-20.8
O=C(Nc1ccccc1C(=O)O)c1ccc(NC(=O)C2CCCCC2)cc1,-0.8,-0.2,-9.0,3.9
CC(C)Oc1ccc(C(=O)Nc2sc3c(c2C#N)CCN(C(C)C)C3)cc1,-1.7,-0.1,11.5,3.4
COc1ccc(/C=N/NC(=O)CCC2C(=O)NN=C2C)cc1OC (centres undefined),-0.2,-0.2,-8.8,1.2
COc1cc(CN2CCC(c3nc4ccc(OC)cc4[nH]3)CC2)cc(OC)c1,-0.8,-0.5,-2.0,-5.1
CCOC(=O)c1ccc(CN(Cc2ccc(Br)cc2)S(=O)(=O)c2ccccc2)cc1,1.0,0.2,-9.2,-0.4
COc1ccc(-c2csc(N3N=C(c4cccs4)CC3c3ccc(F)cc3)n2)cc1F (centres undefined),-0.3,-0.1,-3.6,11.4
CCCOc1cccc(C2Nc3ccccc3NC3=C2C(=O)CC(C)(C)C3)c1 (centres undefined),-2.0,0.0,13.2,11.1
CC(=O)Nc1ccc2nc(NC(=O)c3ccc(-c4cccc([N+](=O)[O-])c4)o3)sc2c1,-1.4,0.1,11.7,-6.4
CC1(c2ccccc2)CC2CC(c3ccccc3)N1O2 (centres undefined),-2.0,0.2,-7.2,-7.8
NC(=O)CSc1nnc(-c2ccc(Br)cc2)n1Cc1ccccc1,-1.4,0.0,0.0,9.1
COc1ccc(OC)c(NC(=O)CC2Nc3ccccc3NC2=O)c1 (centres undefined),-0.7,0.0,18.3,2.7
CCCCOC(=O)C1=C(C)N(C)C(=O)NC1c1ccc(Cl)c(Cl)c1 (centres undefined),4.3,0.0,-1.3,-5.3
O=CN1CCN(C2CC(=O)N(c3ccccc3)C2=O)CC1 (centres undefined),0.4,0.4,9.8,5.7
Cc1ccc(N2CCN(CC(O)COc3ccc(Br)cc3)CC2)cc1 (centres undefined),-0.3,0.2,6.3,-2.0
O=C(OC[C@H]1O[C@H](OC(=O)c2cc(O)c(O)c(OC(=O)c3cc(O)c(O)c(O)c3)c2)[C@H](OC(=O)c2cc(O)c(O)c(OC(=O)c3cc(O)c(O)c(O)c3)c2)[C@@H](OC(=O)c2cc(O)c(O)c(OC(=O)c3cc(O)c(O)c(O)c3)c2)[C@@H]1OC(=O)c1cc(O)c(O)c(OC(=O)c2cc(O)c(O)c(O)c2)c1)c1cc(O)c(O)c(OC(=O)c2cc(O)c(O)c(O)c2)c1,-0.2&-1.5,-0.2&-0.3,111.5*,4.4&3.7
O=C(NC(=S)Nc1ccc2nn(-c3ccccc3)nc2c1)c1cccc(F)c1,0.3,-0.2,-6.6,-16.7
COc1ccc(/C=C2/NC(=O)N(CC(=O)Nc3ccc(C)cc3)C2=O)cc1OC,0.0,0.0,16.3,8.5
O=C(N/N=C/c1cccc(O)c1)c1cccs1,-4.5,0.5,-7.9,-28.1
O=C(O)c1ccc(N2CCOCC2)c(N2C(=O)C3C4C=CC(C4)C3C2=O)c1 (centres undefined),2.1,-0.1,9.4,1.0
COc1cccc(CN2CCN(Cc3ccccc3F)C(CCO)C2)c1OC (centres undefined),0.1,0.0,-7.5,5.4
Cc1nn(C)c(C)c1-c1cc(NCCN(C(C)C)C(C)C)ncn1,0.5,0.1,-0.2,-1.8
COc1ccc(/C=C2\OC(=O)c3c2cc(C)[nH]c3=S)cc1,-0.3,0.0,-4.1,-69.3
COc1cccc(C2(c3cccc(OC)c3)CC2C(=O)Nc2cccc(Br)c2)c1 (centres undefined),0.9,0.0,-7.1,10.1
CC(C)OC(=O)CN1C(=O)COc2ccccc21,0.3,0.3,10.8,1.9
Cc1nnc(NC(=O)Cn2cnc3scc(-c4ccccc4)c3c2=O)s1,-0.5,-0.1,-5.3,-0.4
CN(C)c1ccc(/C=C2\NC(=S)NC2=O)cc1[N+](=O)[O-],0.8&2.2,-0.2&0.1,71.4*!,-16.0&-3.2

# Other compounds follow.
SMILES,GPR151 activ,FBW7 act,MITF primary,TEAD-YAP block
CC(NC(=O)C1CCNCC1)c1ccccc1 (centres undefined),0.1,-0.1,51.4*,10.9
Nc1ncc(Br)cc1S(=O)(=O)NC1CCCc2ccccc21 (centres undefined),-1.5,-0.1,3.2,2.5
Cn1cnc([N+](=O)[O-])c1Nc1ccc(O)cc1,-0.3,-0.1,0.9,1.4
Cc1ccccc1NC(=O)c1c(NC(=O)C(C)Oc2cccc(Cl)c2)sc2c1CCC(C)C2 (centres undefined),2.5,-0.1,10.7,6.3
Cc1cc(OCC(=O)Nc2cc3nn(-c4ccccc4)nc3cc2C)ccc1Cl,1.1,-0.1,17.5,-3.2
CCCCOc1ccc(C(=O)Nc2nc(C)c(C(=O)OCC)s2)cc1,1.3,0.2,6.6,3.3
CC(=O)C1=C(O)C(=O)N(CCCN2CCOCC2)C1c1ccccc1Cl (centres undefined),-2.4,0.3,8.8,5.6
O=c1nc(N/N=C/c2ccccc2Cl)cn[nH]1,-5.8,0.4,2.4,18.2
CC(C)N1C(=O)C2C3CC(C2C1=O)C1C3N=NN1c1ccccc1[N+](=O)[O-] (centres undefined),-1.1,-0.1,-9.3,17.5
CCOc1ccc(CNc2n[nH]c3nc(C)cc(C)c23)cc1,-1.2,-0.2,-2.8,-10.1
COc1cc2[nH]c(=O)n(CCC(=O)NC(C)C)c(=O)c2cc1OC,1.1,-0.1,-5.4,-0.3
O=C(NC1CCCC1)C(c1ccccn1)N(C(=O)c1csnn1)c1ccccc1Cl (centres undefined),1.3,1.8,16.7,6.4
C=CCNc1nc2c(c(=O)n(C)c(=O)n2C)n1CC(=C)C,-0.3,0.0,0.6,-0.4
C=CCN=c1scc(-c2ccc(O)c(C(N)=O)c2)n1/N=C/c1cc(OC)ccc1OC,1.9,0.5,7.9,-1.5
Cc1ccc2c(c1)-c1c(cnn1CC(=O)Nc1nc3ccccc3s1)CO2,1.0,0.0,3.4,-1.6
CCOC(=O)C(NC(=O)/C(=C\c1ccc(Br)cc1)NC(=O)c1ccccc1)C(C)O (centres undefined),0.0,-0.1,-6.3,-1.8
Cc1ccccc1N1C(=O)C2C(c3ccccc3)CCC(c3ccccc3)C2C1=O (centres undefined),1.2,0.2,13.1,2.2
Cc1cc(NS(=O)(=O)c2ccc(NC(=O)C3CCCCC3)cc2)no1,-0.6,0.4,1.5,7.6
CCc1ccccc1NC(=O)C(CC)Sc1nc2cc(OC)c(OC)cc2c(=O)n1CCc1ccc(S(N)(=O)=O)cc1 (centres undefined),-0.9,0.3,9.5,-4.9
CCCCNC(=O)C1C2C=CC3(CN(Cc4cccnc4)C(=O)C13)O2 (centres undefined),-0.8,0.0,-4.8,4.6
O=C(CN1CCCC1)N/N=C/c1ccc(-c2cccc(Cl)c2)o1,-1.2,0.2,5.7,0.4
Cc1ccc(Nc2nc(Nc3ccc(C)cc3)nc(-n3sc(=S)nc3C)n2)cc1,0.4,0.1,1.1,0.9
Cc1ccc(-c2cc(C(F)(F)F)n3ncc(C(=O)N(C)Cc4cn(C)nc4C)c3n2)cc1,-0.5,0.2,4.3,0.5
COCCNC(=O)/C(=C/c1ccc(Cl)cc1)NC(=O)c1ccccc1,1.7,0.2,6.3,-1.8

# Molecules listed so far containing a thiophene ring, fused or not (9):
SMILES,GPR151 activ,FBW7 act,MITF primary,TEAD-YAP block
O=C(Nc1ccc2c(c1)C(=O)NC2=O)c1cc2cc([N+](=O)[O-])ccc2s1,1.2,0.0,-1.4,4.8
COc1ccc(C(=O)NCc2nnc(SCC(=O)N3N=C(c4cccs4)CC3c3ccc(C)cc3)n2CCc2ccccc2)cc1 (centres undefined),-0.2,0.0,0.8,-23.3
NC(=O)Cn1c(=O)n(CCCCCC(=O)NCc2ccccc2)c(=O)c2sccc21,-0.7,0.7,-48.9,-3.8
CNC(=O)c1c(NC(=O)c2ccc(Oc3ccccc3)cc2)sc(C)c1C,-2.3,0.8,7.4,-20.8
CC(C)Oc1ccc(C(=O)Nc2sc3c(c2C#N)CCN(C(C)C)C3)cc1,-1.7,-0.1,11.5,3.4
COc1ccc(-c2csc(N3N=C(c4cccs4)CC3c3ccc(F)cc3)n2)cc1F (centres undefined),-0.3,-0.1,-3.6,11.4
O=C(N/N=C/c1cccc(O)c1)c1cccs1,-4.5,0.5,-7.9,-28.1
Cc1nnc(NC(=O)Cn2cnc3scc(-c4ccccc4)c3c2=O)s1,-0.5,-0.1,-5.3,-0.4
Cc1ccccc1NC(=O)c1c(NC(=O)C(C)Oc2cccc(Cl)c2)sc2c1CCC(C)C2 (centres undefined),2.5,-0.1,10.7,6.3
